GSK3B inh: inhibitors of human GSK3beta kinase | P49841 | GST-GSK3beta kinase, ADP-Glo luminescence, 60 min; active compounds read low | activity score (negative = inhibition), % at 10 µM | 300,000 compounds, 0.038% hits | AID 2097;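 active = more than half of replicate wells score below -50%, meaning over 50% inhibition versus plate controls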;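 note: 0% = median DMSO wells and -100% = median GW8510 positive control wells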
Target sequence (P49841 whole entry, looked up): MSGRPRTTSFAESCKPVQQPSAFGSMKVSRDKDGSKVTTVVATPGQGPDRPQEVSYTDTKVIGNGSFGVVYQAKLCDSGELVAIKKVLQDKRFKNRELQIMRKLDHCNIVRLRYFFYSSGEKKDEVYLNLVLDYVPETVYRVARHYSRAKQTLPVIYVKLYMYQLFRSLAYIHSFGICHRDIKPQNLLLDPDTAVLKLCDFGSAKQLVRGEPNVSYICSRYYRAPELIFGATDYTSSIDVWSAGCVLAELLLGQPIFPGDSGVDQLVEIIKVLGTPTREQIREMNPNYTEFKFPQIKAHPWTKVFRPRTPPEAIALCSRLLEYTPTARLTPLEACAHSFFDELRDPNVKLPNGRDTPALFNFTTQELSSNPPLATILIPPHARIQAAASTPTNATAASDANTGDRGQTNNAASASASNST
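Test system – GST-tagged human GSK3beta kinase, cell-free · Incubation – 60 min enzyme reaction, room temperature · Signal – ADP-Glo luminescence · Also added – peptide substrate and ATP at 25 µM · Controls – DMSO neutral wells and GW8510 at 20 µM as positive · Buffer or medium – Tris/MgCl2 kinase buffer · Measure – Luminescence-derived activity versus plate DMSO and GW8510 wells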
GSK3 alpha inh: human GSK-3 alpha kinase inhibition. ADP-Glo luminescence, 60 min. inhibition, % at 10 µM. P49840. 320,000 compounds, 0.1% hits;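 in the data active = inhibition above about 50%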;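 note: GST-tagged GSK-3 alpha with peptide substrate and 25 µM ATP; 0% = DMSO neutral wells and 100% = GW8510 positive control wells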
Target sequence (P49840 whole entry, looked up): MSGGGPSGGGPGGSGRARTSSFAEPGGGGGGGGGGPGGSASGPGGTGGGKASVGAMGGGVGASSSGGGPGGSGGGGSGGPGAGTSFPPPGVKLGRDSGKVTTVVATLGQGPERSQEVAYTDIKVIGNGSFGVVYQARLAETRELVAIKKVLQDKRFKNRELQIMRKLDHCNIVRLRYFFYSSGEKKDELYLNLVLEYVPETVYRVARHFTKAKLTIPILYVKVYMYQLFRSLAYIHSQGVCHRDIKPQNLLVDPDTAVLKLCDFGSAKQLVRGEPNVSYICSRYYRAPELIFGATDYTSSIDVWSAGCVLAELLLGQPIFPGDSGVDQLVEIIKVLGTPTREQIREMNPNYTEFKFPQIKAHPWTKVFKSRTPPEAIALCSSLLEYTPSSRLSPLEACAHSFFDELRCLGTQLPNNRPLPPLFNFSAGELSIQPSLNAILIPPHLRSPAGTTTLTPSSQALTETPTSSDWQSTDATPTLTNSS
AI-2 QS mod: modulators of Vibrio harveyi AI-2 quorum sensing system; Vibrio harveyi JMH597 AI-2 luminescence/OD600 ratio, 9 h; active compounds read low; strain lacks LuxN and CqsS sensors; 0 = neutral-control median; activity change, % at 7.5 µM; 300,000 compounds, 0.4% hits; in the data active = activity change below about -75%, passing the limit was not always enough;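 note: luminescence divided by OD600 gain over 9 h not by final OD600 alone; inactives centre near 13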
aSyn 5UTR inh: MLPCN primary screen, SNCA 5' untranslated region | alpha-synuclein 5'UTR reporter, inhibitor activity | inhibition, % (tested at 7.5 µM) | 300,000 compounds, 0.82% hits | AID 1813; in the data active = inhibition above about 60%;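 note: H4 neuroglioblastoma cells stably carrying SNCA 5'UTR luciferase fusion; 0% = DMSO wells and 100% = positive control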
HSP90 inh: blocks HSP90-mediated luciferase refolding in reticulocyte lysate; 290,000 compounds, 0.91% hits; Rabbit reticulocyte lysate, luciferase refolding luminescence, 3 h; inhibition, % at 5.6 µM;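 active = inhibition above the screen-wide mean plus 3 SD, computed separately per campaign, cut at about 16% in these data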;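 note: 0% = DMSO wells and 100% = 60 µM geldanamycin wells; inhibitors lower the luminescence because luciferase stays unfolded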
HSF1 inhib: HSF1 inhibition. NIH3T3-HGL HSE-luciferase, MG132-induced, luminescence 8 h; active compounds read low. 300,000 compounds, 0.77% hits. activity change, negative = inhibition, % at 7.5 µM (by protocol);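 active = more than half of replicate wells show activity change below -50%, luminescence cut by over half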;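 note: luciferase reports HSF-1 transcriptional activity via heat shock element; 0% = median of DMSO wells and -100% = zero luminescence signal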
KLF5 inhibitor: suppresses KLF5 promoter-driven expression; 290,000 compounds, 0.23% hits; DLD-1 KLF5 promoter-luciferase reporter, luminescence; inhibition, % at 5 µM;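 active = inhibition above a per-plate limit of that plate's mean compound inhibition plus 3 SD, cut at about 60% in these data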;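 note: 0% = DMSO wells and 100% = LY294002 at 200 µM; higher means less KLF5 promoter-driven luciferase light; inactives centre near -14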
PolyA inhibitor: inhibitors of polyadenylation in S. cerevisiae. calls only at 12 µM. 300,000 compounds, 0.02% hits. S. cerevisiae SKY197-pL101 polyadenylation reporter, beta-gal luminescence; efflux-impaired pdr1/pdr3 knockout yeast; score 100 = 6 SD above DMSO;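 active = lowest replicate activity score at least 50, where 100 means six control SD above control mean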;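 note: yeast exposed to compound for 9 h at 30 °C; higher score means more reporter readthrough which indicates perturbed polyadenylation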
HSF1 activator: increases HSF-1 driven luciferase reporter signal. 300,000 compounds, 1.7% hits. activation, % at 9 µM. NIH3T3-HGL HSF-1 luciferase reporter, MG132, 8 h; 100% = twice DMSO control signal;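 active = mean replicate activation of at least 50% with a set share of replicates each reaching 50%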;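 note: 0% = median of the neutral control wells and 100% = twice that signal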
IEC-6 cytotox: IEC-6 cytotoxicity, counter-screen for KLF5 inhibitors; luminescence viability; inhibition, % at 5 µM; 290,000 compounds, 0.78% hits; AID 1825; in the data active = inhibition above about 22%;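 note: 0% = plate median of test compound wells and 100% = cytotoxic reference compound wells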
* hit, by the source's call; i = inactive; / = no result given; & = joins results of further samples. These rows are one share of the data; rates above refer to the full screens.

Compound	GSK3B inh	GSK3 alpha inh	AI-2 QS mod	aSyn 5UTR inh	HSP90 inh	HSF1 inhib	KLF5 inhibitor	PolyA inhibitor	HSF1 activator	IEC-6 cytotox
CCOC(=O)c1cc(CC)sc1NC(=O)C(c1ccccc1)c1ccccc1	0	-1	20	13	3	-14	-2	i	0	-3
COc1cc(OC)cc(C(=O)Nn2cc(C(=O)Nc3ccccc3F)c3ccccc3c2=O)c1	3	-2	15	-44	5	-2	-2	i	-14	7
NC1=NC(=O)CC(C(=O)Nc2cccc3ccccc23)S1 (centres undefined)	13	-2	35	3	-10	3	-29	i	-1	-2
O=C(NC(=S)Nc1cccc(Cl)c1N1CCCCC1)c1ccc2c(c1)OCCO2	1	0	-4	-36	-1	-58*	8	i	-66	-1
COC(=O)c1cc(-c2cccc([N+](=O)[O-])c2)c2c(=O)[nH]c(=O)n(C)c2n1	0	0	13	43	-2	-4	-43	i	1	-3
O=C1C(Nc2ccccc2)=C(N2CCCCC2)C(=O)c2ccccc21	-5	-1	51	15	2	-1	64*	i	-4	-3
CN1C2CCC1CC(OC(=O)c1c[nH]c3ccccc13)C2 (centres undefined)	-2	-2&-3	17	7	-2	-3	1	i	-4	1
CCC(C)(C)n1nnnc1C(C(C)C)N1CCN(C(=O)c2ccco2)CC1 (centres undefined)	-4	-1	24	-9	7	-3	16	i	3	-6
Cc1ccc(S(=O)(=O)c2c(N)n(-c3ccccc3)c3nc4ccccc4nc23)cc1	-2	2	20	-3	-4	20	-5	i	66*	0
C/C(=N\OC(=O)c1ccc(F)cc1)c1sc(-c2ccc(Cl)cc2)nc1C	0	-3	-1	-211	/	24	/	i	42	/
COc1ccc(CNS(=O)(=O)c2ccc(C)cc2)cc1	1	-2	18	-8	/	-1	/	i	8	/
Cc1cc(C(=O)N/N=C/c2ccc(O)c([N+](=O)[O-])c2)n[nH]1	0	8	-13	-10	2	-4	-8	i	6	0
CC(C)(C)SC(=O)C[C@@H]1NS(=O)(=O)OC2CCCCC21 (some centres undefined)	-3	2	19	-6	5	0	-14	i	4	3
CCOc1ccc(S(=O)(=O)NCCC(=O)N(C)CC(=O)Nc2ccc(N3CCOCC3)cc2)cc1	7	-4	15	-2	/	-7	/	i	-6	/
O=C(COC(=O)CNC(=O)c1sc2ccccc2c1Cl)Nc1cc(Cl)cc(Cl)c1	2	0	10	11	-2	-14	-3	i	-29	-1
C=CCC(NCc1ccccc1)c1ccccc1 (centres undefined)	-7	1	11	-13	-3	2	-20	i	4	3
C=CCn1c(SCC(=O)N(C)C2CCS(=O)(=O)C2)nc2ccccc2c1=O (centres undefined)	-1	-8	11	9	0	3	-4	i	2	3
COc1cc2nc(CN3C(=O)c4ccccc4C3=O)oc(=O)c2cc1OC	4	-2	33	11	1	-5	-11	i	8	-3
CCC(=Nc1ccccc1OC)C1=C(O)CC(c2ccccc2)CC1=O (centres undefined)	-4	0	0	0	0	-5	15	i	2	1
O=C(NC1CCCCCC1)c1nnc(Cc2ccc(Cl)cc2)o1	0	-3	7	20	4	-11	4	i	-8	-1

The final 7 entries of the part before are carried over, then new ones follow:
Compound	GSK3B inh	GSK3 alpha inh	AI-2 QS mod	aSyn 5UTR inh	HSP90 inh	HSF1 inhib	KLF5 inhibitor	PolyA inhibitor	HSF1 activator	IEC-6 cytotox
CCOc1ccc(S(=O)(=O)NCCC(=O)N(C)CC(=O)Nc2ccc(N3CCOCC3)cc2)cc1	7	-4	15	-2	/	-7	/	i	-6	/
O=C(COC(=O)CNC(=O)c1sc2ccccc2c1Cl)Nc1cc(Cl)cc(Cl)c1	2	0	10	11	-2	-14	-3	i	-29	-1
C=CCC(NCc1ccccc1)c1ccccc1 (centres undefined)	-7	1	11	-13	-3	2	-20	i	4	3
C=CCn1c(SCC(=O)N(C)C2CCS(=O)(=O)C2)nc2ccccc2c1=O (centres undefined)	-1	-8	11	9	0	3	-4	i	2	3
COc1cc2nc(CN3C(=O)c4ccccc4C3=O)oc(=O)c2cc1OC	4	-2	33	11	1	-5	-11	i	8	-3
CCC(=Nc1ccccc1OC)C1=C(O)CC(c2ccccc2)CC1=O (centres undefined)	-4	0	0	0	0	-5	15	i	2	1
O=C(NC1CCCCCC1)c1nnc(Cc2ccc(Cl)cc2)o1	0	-3	7	20	4	-11	4	i	-8	-1
Clc1ccc(Cn2cc(/C=N/n3cnnc3)c3ccccc32)cc1	4	0	5	53	1	5	-20	i	17	-3
O=C(N/N=C/c1cccc(Oc2ccccc2)c1)c1ccc(O)cc1O	-3	6	-3	-3	3	2	-13	i	-12	-1
Cc1nc2nc(-c3ccco3)[nH]n2c(=O)c1C	-1	-1	15	-14	1	-10	-41	i	-6	0
CCOc1ccc2nc(NC(=O)CSC3=NCCS3)sc2c1	-3	1	5	-77	4	16	-79	i	19	8
COc1ccc2c(c1)CCCC21NC(=O)N(CC(=O)NC(=O)NCc2ccccc2)C1=O (centres undefined)	0	1	-61	8	-1	-5	-27	i	-23	0
CN(CC(=O)NCc1ccc(F)cc1)Cc1ccc(Br)cc1	/	-1	/	1	-3	-3	-6	i	-5	-8
Cn1c[n+](C)cc1/C=N/O	3	-2	15	-7	0	-3	-6	i	-19	2
CCN(CC)CCN1C(=O)C(O)=C(C(=O)c2cccs2)C1c1ccccn1 (centres undefined)	4	-2	1	-2	-1	-8	-46	i	7	-3
Cc1ccc(-c2nc(CN(C)C(C3CC3)C3CC3)c(C)o2)cc1	6	-5	14	-31	-3	-9	-41	i	-2	2
N#Cc1cc2c(nc1SCC(=O)N1CCCCC1)CCCCC2	3	1	27	-9	11	-14	-2	i	-24	4
O=C(c1c[nH]c2ccc(S(=O)(=O)N3CCC4(CC3)OCCO4)cc2c1=O)N1CCOCC1	0	/	-1	-12	1	-1	-35	i	2	0
O=C(C/C=N\O)Nc1ccc(Oc2ccccc2)cc1	-1	-2	-4	30	8	-2	3	i	-1	-1
CCN(CC)c1nc2cc(C)ccc2cc1/C=C(\C#N)C(N)=O	1	-1	-4	-8	-1	-4	-7	i	39	6
O=C(CN(Cc1ccccc1)S(=O)(=O)c1ccc(Br)cc1)NCC1CCCO1 (centres undefined)	-4	-3	-21	5	1	-3	2	i	14	-1
CCOC(=O)c1ccc(NC(c2ccc(N(C)C)cc2)P(=O)(OC(C)C)OC(C)C)cc1 (centres undefined)	0	-4	13	-28	4	-41	-3	i	-48	2
CCOc1ccc(C(C(=O)NC2CCCC2)N(C(=O)c2snc(C(N)=O)c2N)c2cccc(O)c2)cc1 (centres undefined)	-6	-2	3	22	6	-20	15	i	-4	-1
CSc1snnc1-c1ccccc1	3	0	13	-3	9	-8	-1	i	9	6
COCCn1c(C)cc(C(=O)CSc2nc3ccccc3c(=O)n2Cc2ccco2)c1C	0	-2	0	-176	-6	12	-23	i	14	2
O=C(CN1C(=O)S/C(=C\c2ccccc2F)C1=O)Nc1ccccc1O	-1	0	20	-55	1	8	-18	/	24	4
COc1ccc(/C=C/C(=O)OCC(=O)NCc2ccco2)cc1OC	2	-1	20	12	0	-7	-55	i	-8	-2
CCCn1c(-c2cccnc2Cl)nc2cc(Cl)c(Cl)cc21	-3	-2	35	-21	2	5	-23	i	14	-2
Cc1ccn(CC(C)C(=O)O)n1 (centres undefined)	0	-1	3	16	0	-1	-8	i	-5	-13
Cc1oc2c(c1C(=O)NCc1cc(C(=O)O)co1)CCCC2	4	-1	16	-14	-1	1	-13	i	-1	-1
CC1CCc2sc(C(=O)NC(C)C3CCCO3)cc2C1 (centres undefined)	3	0	-3	-96	3	25	-124	i	39	3
O=c1cc(-c2ccccc2)nc2nc(-c3ccco3)[nH]n12	2	0	12	9	-1	10	-18	i	32	-2
CCN(CC)C(=O)CSC(Nc1ccc(F)cc1)=C(C#N)C#N	1	1	19	-1	-2	-2	-20	i	2	-3
COc1ccc(-c2nc(CSCC(=O)NC3CCCc4ccccc43)c(C)o2)cc1OC (centres undefined)	-2	1	6	15	-8	11	-31	i	37	-7
Cc1ccc(C)c2[nH]c(=O)c(CCNC(=O)c3ccc(Br)o3)cc12	3	0	3	33	1	9	-9	i	38	-1
Cc1cc(OCCCn2ccnc2)cc(C)c1Cl	-1	-3	19	13	-1	-5	6	i	-21	3
CC(=O)Nc1ccc(S(=O)(=O)NCCCCNS(=O)(=O)c2ccc(NC(C)=O)cc2)cc1	1	-1	36	-1	-2	9	-47	i	-8	-2
COC(=O)c1ccc(NC(=O)CN2C(=O)CSC2=O)cc1	2	-2	-6	5	3	1	4	i	12	0
COc1ccc(NC(=O)Nc2cc(C)cc(C)c2)cn1	-21	1	11	-9	-3	5	9	i	11	1
CC(=O)c1nn(-c2ccccc2)cc1C(=O)c1ccc(Br)cc1	2	-4	17	-7	1	-18	-9	i	-3	4
CCOc1ccccc1C(=O)NC(C)c1ccc(-n2ccnc2)cc1 (centres undefined)	-4	0	7	18	-1	3	-27	i	17	4
Cn1c(=O)c2ccccc2n(CC(=O)NC2CCCC2)c1=O	-2	-1	22	1	-3	-9	-26	i	7	3
O=C(c1ccccc1O)N1CCOCC1	-2	1	2	-4	-2	-1	-12	i	-15	-3
O=S(=O)(c1ccc(-c2nnc(SCc3ccccc3)o2)cc1)N1CCCC1	3	-1	-39	23	1	3	-11	i	-1	-1
O=C(Nc1ccc(NC(=O)c2ccccc2Cl)nc1)c1ccncc1	5	/	11	-15	-4	-4	-30	i	-1	1
Cc1ccccc1CC1SC(N)=NC1=O (centres undefined)	1	1	11	-26	2	11	-22	i	9	-6

From PubChem
